From PubChem
hK5 inh: blocks human kallikrein 5 protease activity; AID 873; inhibition, % at 5 µM; recombinant hK5, fluorogenic AMC substrate cleavage; Q9Y337; actives 0.59% (n = 210,000);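 active = inhibition of 40% or more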;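 also: 0% = enzyme controls without compound and 100% = no-enzyme blanks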
Target sequence (Q9Y337 67-293 limits assumed): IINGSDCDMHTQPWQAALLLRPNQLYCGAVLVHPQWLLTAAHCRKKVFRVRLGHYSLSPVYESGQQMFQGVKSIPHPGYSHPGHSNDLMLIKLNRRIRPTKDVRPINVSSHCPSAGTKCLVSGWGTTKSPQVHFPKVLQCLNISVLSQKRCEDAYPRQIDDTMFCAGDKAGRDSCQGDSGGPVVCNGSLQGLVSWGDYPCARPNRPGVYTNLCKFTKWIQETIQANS
FXIIa inh 1536: blocks human coagulation factor XIIa protease activity; P00748; purified FXIIa, Boc-QGR-AMC fluorogenic substrate, 2 h; inhibition, % at 5 µM; actives 0.3% (n = 220,000); in the data active = inhibition above about 40%;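 also: 0% = enzyme with no compound and 100% = blank without enzyme; many of its hits are not listed in these tables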
zVAD death inh: L929 zVAD cell death inhibition; viability rescue, % at 10 µM; L929 zVAD necroptosis rescue, ATP luminescence, 24 h; with zVAD 60 µM; actives 0.38% (n = 220,000);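 active = activation, scaled between plate controls, above about 75%, limit read from the data; inactive = activation under that limit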;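 also: 0% = zVAD with DMSO and 100% = DMSO alone without zVAD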
Cl transport mod: modulators of human KCC2 chloride dependent transport | Q9H2X9 | KCC2 cells, thallium flux FluoZin-2 fluorescence | B-score of Tl+ flux slope (higher = more flux/activation; lower = inhibition) at 10 µM | actives 2.2% (n = 190,000);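 active = thallium flux slope and its plate-corrected score both differing from the plate sample mean at a set confidence after two filtering rounds, in either direction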;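 also: slope of fluorescence scaled to starting intensity during 10 to 20 s after thallium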
Hck-Nef inh: inhibitors of human Hck kinase activated by Nef. P08631. Recombinant Hck-YEEI plus Nef, Z-Lyte FRET kinase assay. inhibition, % at 20 µM. actives 0.68% (n = 220,000);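 active = Hck-Nef kinase inhibition above about 50%, limit read from the data; inactive = inhibition below that limit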;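 also: 0% = DMSO with Hck plus Nef and 100% = Hck alone without Nef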
Target sequence (P08631 whole entry, looked up): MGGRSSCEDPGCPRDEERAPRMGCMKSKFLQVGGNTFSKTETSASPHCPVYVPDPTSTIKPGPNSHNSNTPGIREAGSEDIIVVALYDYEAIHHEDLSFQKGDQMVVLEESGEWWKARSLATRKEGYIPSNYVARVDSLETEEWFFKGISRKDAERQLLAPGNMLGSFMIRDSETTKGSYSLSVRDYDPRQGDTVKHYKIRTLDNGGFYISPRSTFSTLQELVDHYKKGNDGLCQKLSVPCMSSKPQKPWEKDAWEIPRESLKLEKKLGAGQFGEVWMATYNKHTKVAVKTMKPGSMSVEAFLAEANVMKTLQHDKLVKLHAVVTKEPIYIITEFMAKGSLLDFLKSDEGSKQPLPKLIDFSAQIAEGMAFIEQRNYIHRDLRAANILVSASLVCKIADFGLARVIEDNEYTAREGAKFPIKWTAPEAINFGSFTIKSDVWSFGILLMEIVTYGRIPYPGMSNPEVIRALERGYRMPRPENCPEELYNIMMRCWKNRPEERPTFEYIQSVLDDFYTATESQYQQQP
Rad51 HR inh: Rad51 (human) homologous recombination inhibition; Q06609; hRad51 DNA strand exchange, fluorescence dequenching; inhibition, % at 10 µM; actives 0.085% (n = 200,000); AID 1385;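 active = inhibition above 40% at the single screening dose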;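 also: 0% = DMSO control wells and 100% = blanks with heterologous ssDNA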
Target sequence (Q06609 whole entry, looked up): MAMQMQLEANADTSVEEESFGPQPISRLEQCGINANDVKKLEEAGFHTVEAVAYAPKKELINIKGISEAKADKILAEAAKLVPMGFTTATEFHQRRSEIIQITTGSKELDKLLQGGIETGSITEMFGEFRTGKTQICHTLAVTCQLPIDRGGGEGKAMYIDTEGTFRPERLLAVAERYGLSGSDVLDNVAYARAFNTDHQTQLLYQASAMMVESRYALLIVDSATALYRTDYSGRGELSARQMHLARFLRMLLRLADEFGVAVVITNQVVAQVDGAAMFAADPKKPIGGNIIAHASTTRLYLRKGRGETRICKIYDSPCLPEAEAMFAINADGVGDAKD
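System: human Rad51 nucleoprotein filaments preassembled on unlabelled ssDNA. Reagent: labelled 47-mer dsDNA for strand exchange. Schedule: 30-min compound preincubation and 15-min exchange, both room temperature. Measured by: FRET fluorescence dequenching, excitation 485 nm, emission 520 nm. Read-out: Fluorescence-based percent inhibition, control- and blank-normalised. Benchmarks: plate controls and plate blanks.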
TNF necrop inh: TNF-alpha cell death inhibition in Jurkat FADD-/- cells; Jurkat FADD-/- TNF necroptosis rescue, ATP luminescence, 24 h; 0 = TNF only, 100 = no-TNF cells; activation (protection from cell death), % at 10 µM; actives 0.068% (n = 220,000); AID 463075;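 active = activation, meaning protection from cell death, of at least 50% relative to plate controls; inactive = activation below 50%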;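 also: necroptosis triggered by 40 ng/mL TNF-alpha added together with compound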
Thrombin inh: blocks human thrombin protease activity | actives 0.26% (n = 220,000) | alpha-thrombin, Boc-VPR-AMC fluorogenic substrate cleavage | inhibition, % at 5 µM | AID 1046;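 active = inhibition at or above 40%; inactive = inhibition below 40%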;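 also: 0% = enzyme with no compound and 100% = wells without enzyme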
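Material: Human alpha-thrombin protein | Buffer or medium: pH 7.5 Tris-saline with Tween 20 | Reagent: Boc-VPR-AMC substrate, 15 µM final | Schedule: Reaction at ambient temperature | Detection: AMC fluorescence at 355 nm excitation and 460 nm emission | Evaluation: Percent inhibition scaled between no-compound controls and no-enzyme blanks | Controls: no-compound enzyme wells and no-enzyme blanks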
FXIa inh: blocks human coagulation factor XIa protease activity. P03951. purified FXIa, Boc-Glu-Ala-Arg-AMC fluorogenic substrate. inhibition, % at 5 µM. actives 0.14% (n = 220,000);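 active = inhibition of at least 40%; inactive = inhibition below 40%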;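 also: fluorescence of freed AMC excited at 355 nm; 0% = enzyme without compound and 100% = no enzyme blank; many of its hits are not listed in these tables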
Numbers without * were called inactive; i = inactive; . = no result given.

Labels used below – A = hK5 inh; B = FXIIa inh 1536; C = zVAD death inh; D = Cl transport mod; E = Hck-Nef inh; F = Rad51 HR inh; G = TNF necrop inh; H = Thrombin inh; I = FXIa inh
N#CC(C(=O)C1CCCCC1)c1nc2ccccc2[nH]1 (stereo not drawn)
  A: -200; B: -10; C: -0.2; D: -0.26; E: 2; F: 2; G: -1.3; H: 0; I: 4

O=C(NCCc1c[nH]c2ccccc12)/C(=C/c1cccnc1)NC(=O)c1ccccc1
  A: 0; B: 13; C: 2.6; D: -0.078; E: 14; F: -7; G: -0.1; H: 8; I: -1

O=C(CN1C(=O)/C(=C\c2ccccc2F)SC1=S)Nc1nc2ccccc2s1
  A: -12; B: 13; C: 0.0; D: -0.49; E: 4; F: 11; G: -0.7; H: -7; I: 5

Nc1nonc1C(=O)NCCNCc1ccccc1OCc1ccc(F)cc1
  A: 1; B: 10; C: 0.0; D: -0.44; E: 1; F: -4; G: 0.3; H: 0; I: 3

C/C=C/C(=O)OCC(=O)Nc1ccc(F)cc1Cl
  A: -24; B: 13; C: -0.1; D: 0.73; E: 0; F: -3; G: 0.3; H: 0; I: -1

COC(=O)c1ccc2c(=O)n(Cc3ccc(C(=O)NCCCN4CCC(C)CC4)cc3)c(=S)[nH]c2c1
  A: -4; B: 11; C: 2.2; D: 0.21; E: 26; F: -6; G: -3.2; H: -13; I: -4

c1ccc2[nH]c(CSc3nnc(-c4ccncc4)o3)nc2c1
  A: -26; B: 0; C: -0.1; D: 0.5; E: -2; F: 3; G: 1.0; H: 1; I: 3

Cc1ccc(NC(=O)CN2C(=O)S/C(=C\c3cc(C)n(-c4ccc(C(=O)O)cc4)c3C)C2=O)cc1
  A: -3; B: 5; C: 2.3; D: 0.066; E: 7; F: -8; G: 1.3; H: -5; I: -2

CCn1c(C)nc2cc(C(=O)NNC(=S)Nc3ccccc3Cl)ccc21
  A: -77; B: 14; C: 1.5; D: 0.32; E: 1; F: -3; G: 0.7; H: -6; I: 4

COCCNC(=O)CNC(=O)c1nn(-c2ccc(OC)c(Cl)c2)c(=O)c2ccccc12
  A: -10; B: 6; C: -0.3; D: -0.23; E: 2; F: -7; G: -3.9; H: -4; I: 5

CC1(C)CC(C(=O)Nc2nccs2)CCO1 (stereo not drawn)
  A: -17; B: 1; C: 0.6; D: 0.79; E: 11; F: 11; G: 0.2; H: 15; I: -14

CC(CN1CCOCC1)OC(=O)Cc1ccc(Cl)cc1 (stereo not drawn)
  A: -32; B: 12; C: 0.5; D: 0.48; E: 6; F: .; G: 0.6; H: 1; I: -1

S=c1[nH]nc(C2CCCCC2)n1Cc1ccccc1
  A: 1; B: 3; C: 2.1; D: -0.11; E: 24; F: 2; G: 0.9; H: -6; I: -3

CCc1nnc(NC(=O)CSc2nnc(CSc3nc(C)cc(C)n3)n2CC)s1
  A: .; B: .; C: -0.2; D: 0.00053; E: 0; F: .; G: -1.5; H: .; I: .

O=C(c1ccc(COc2ccccc2Cl)o1)N1CCN(c2ccccc2)CC1
  A: -3; B: -5; C: 1.6; D: -1.7; E: -1; F: 9; G: 1.5; H: -1; I: -10

Cc1ccc(-c2nnn(CC(=O)N3CCC(C)CC3)n2)o1
  A: -1; B: 1; C: -0.1; D: -0.056; E: 9; F: 4; G: 0.7; H: -3; I: -9

O=C(NCc1ccccn1)C1COc2ccccc2O1 (stereo not drawn)
  A: -22; B: 4; C: 1.3; D: 0.086; E: 0; F: -2; G: 0.6; H: 2; I: 2

CCOC(=O)C1(C)C=C(Nc2ccc(O)cc2)C(=O)N1c1ccc(O)cc1 (stereo not drawn)
  A: -13; B: 11; C: 1.1; D: -1.1; E: 9; F: 8; G: 2.6; H: -10; I: 4

COc1ccccc1OCc1n[nH]c(=S)n1Cc1ccccc1
  A: -5; B: 3; C: -0.9; D: 0.016; E: 34; F: -31; G: -0.8; H: 1; I: -2

COc1ccc(C(=O)OCCN2CCCCC2)cc1
  A: -51; B: 4; C: 1.3; D: 0.25; E: 18; F: -1; G: 1.3; H: -1; I: -7

CC(C(=O)N1CCOCC1)n1cc([N+](=O)[O-])cn1 (stereo not drawn)
  A: -10; B: 0; C: -0.3; D: 0.35; E: 4; F: .; G: 0.7; H: 1; I: -2

O=C(CSc1ccc2nnc(-c3ccncc3)n2n1)NCc1ccco1
  A: -3; B: 12; C: 1.3; D: 0.092; E: 3; F: 1; G: 0.9; H: 3; I: 5

O=C(c1cnc2sccn2c1=O)N1CCN(c2ccccc2Cl)CC1
  A: -1; B: 6; C: -0.2; D: 0.37; E: 18; F: -1; G: -2.4; H: -4; I: -2

CS(=O)(=O)c1ccc(Cl)c(NC(=O)C2CC(=O)N(Cc3ccccc3)C2)c1 (stereo not drawn)
  A: -7; B: 13; C: 0.2; D: 0.34; E: 1; F: -1; G: 0.6; H: 0; I: -2

CC1Cc2ccccc2N1C(=O)c1cc2sccc2n1Cc1ccc(F)cc1 (stereo not drawn)
  A: -11; B: 8; C: -0.3; D: -0.0044; E: 4; F: 4; G: -1.5; H: 3; I: 2

Cc1ccc(NS(=O)(=O)c2ccc(CCC(=O)NCCO)cc2)cc1
  A: -8; B: 7; C: -0.1; D: 0.076; E: 5; F: 1; G: -0.3; H: -4; I: -1

Cc1cc(=O)oc2cc3c(cc12)OCCN3
  A: i; B: -82; C: -0.3; D: .; E: 107*; F: -4; G: -5.1; H: -53; I: -71

O=C(Nc1c(C(=O)O)[nH]c2ccccc12)c1cccc(C(F)(F)F)c1
  A: 2; B: 8; C: 0.9; D: -0.029; E: 18; F: .; G: -0.7; H: -7; I: 2

N#CC1=C(N)Oc2cc3c(cc2C1c1ccc(Cl)cc1)OCO3 (stereo not drawn)
  A: -20; B: 21; C: 0.3; D: -0.39; E: 5; F: -1; G: -8.4; H: -6; I: 5

CC(C)Nc1nc2ccccc2c(=O)[nH]1
  A: .; B: 7; C: -0.2; D: 0.89; E: 14; F: .; G: 2.1; H: -2; I: -1

4 records drawn at random from those above, as already listed:
Labels used below – A = hK5 inh; B = FXIIa inh 1536; C = zVAD death inh; D = Cl transport mod; E = Hck-Nef inh; F = Rad51 HR inh; G = TNF necrop inh; H = Thrombin inh; I = FXIa inh
O=C(CSc1ccc2nnc(-c3ccncc3)n2n1)NCc1ccco1
  A: -3; B: 12; C: 1.3; D: 0.092; E: 3; F: 1; G: 0.9; H: 3; I: 5

CC(CN1CCOCC1)OC(=O)Cc1ccc(Cl)cc1 (stereo not drawn)
  A: -32; B: 12; C: 0.5; D: 0.48; E: 6; F: .; G: 0.6; H: 1; I: -1

CC1(C)CC(C(=O)Nc2nccs2)CCO1 (stereo not drawn)
  A: -17; B: 1; C: 0.6; D: 0.79; E: 11; F: 11; G: 0.2; H: 15; I: -14

CCc1nnc(NC(=O)CSc2nnc(CSc3nc(C)cc(C)n3)n2CC)s1
  A: .; B: .; C: -0.2; D: 0.00053; E: 0; F: .; G: -1.5; H: .; I: .

New compounds follow.
Labels used below – A = hK5 inh; B = FXIIa inh 1536; C = zVAD death inh; D = Cl transport mod; E = Hck-Nef inh; F = Rad51 HR inh; G = TNF necrop inh; H = Thrombin inh; I = FXIa inh
CS(=O)(=O)N(CC(=O)NCCSCc1c(F)cccc1Cl)c1ccc2c(c1)OCO2
  A: -5; B: 16; C: -0.1; D: -1; E: 1; F: 10; G: -0.2; H: 4; I: 4

CN(C)C(=O)COc1ccc2cc(-c3ccccc3)c(=O)oc2c1
  A: -54; B: -76; C: -0.1; D: 0.0042; E: 3; F: 3; G: -1.9; H: -32; I: -62

Oc1ccc(N2CCN(c3ncnc4sc5c(c34)CCC5)CC2)cc1
  A: 14; B: 13; C: 0.5; D: 0.57; E: 0; F: -6; G: -4.8; H: 0; I: 2

CC(C)n1c(C(=O)OCC(=O)NCc2ccc3c(c2)OCO3)cc2sccc21
  A: 3; B: 16; C: 1.8; D: .; E: 3; F: -8; G: -0.6; H: -3; I: 3

Cc1ccc(S(=O)(=O)N/N=C/c2ccc(OS(=O)(=O)c3ccc(C)c([N+](=O)[O-])c3)cc2)cc1
  A: -9; B: 15; C: -0.6; D: -0.3; E: 0; F: 1; G: -2.1; H: -9; I: 10

CCCN1C2CCCC1CC(NC(=O)c1cc(OC)c(OC)c(OC)c1)C2 (stereo not drawn)
  A: -3; B: -3; C: 1.0; D: .; E: -1; F: -8; G: 0.2; H: -11; I: -4

COc1ccc(NC(=O)c2ccc(=O)[nH]c2)cc1S(=O)(=O)N1CCCCC1
  A: -20; B: -5; C: 1.2; D: 0.35; E: 2; F: 1; G: 0.9; H: -10; I: -5

O=C(COC(=O)/C=C/c1ccco1)Nc1ccccc1
  A: -4; B: 4; C: 1.4; D: -0.13; E: 4; F: 0; G: 3.8; H: -4; I: -6

COc1ccc(Cc2nc3ccccc3[nH]2)cc1OC
  A: -3; B: -2; C: 12; D: -0.011; E: 14; F: -2; G: 0.3; H: -11; I: -6

NS(=O)(=O)c1cccc(NC(=S)NCc2ccc3c(c2)OCO3)c1
  A: -3; B: 3; C: 0.8; D: 0.83; E: 22; F: 0; G: 0.6; H: -3; I: -3

By substructure: the compounds so far with a furan ring, fused or not.
Labels used below – A = hK5 inh; B = FXIIa inh 1536; C = zVAD death inh; D = Cl transport mod; E = Hck-Nef inh; F = Rad51 HR inh; G = TNF necrop inh; H = Thrombin inh; I = FXIa inh
O=C(c1ccc(COc2ccccc2Cl)o1)N1CCN(c2ccccc2)CC1
  A: -3; B: -5; C: 1.6; D: -1.7; E: -1; F: 9; G: 1.5; H: -1; I: -10

Cc1ccc(-c2nnn(CC(=O)N3CCC(C)CC3)n2)o1
  A: -1; B: 1; C: -0.1; D: -0.056; E: 9; F: 4; G: 0.7; H: -3; I: -9

O=C(CSc1ccc2nnc(-c3ccncc3)n2n1)NCc1ccco1
  A: -3; B: 12; C: 1.3; D: 0.092; E: 3; F: 1; G: 0.9; H: 3; I: 5

O=C(COC(=O)/C=C/c1ccco1)Nc1ccccc1
  A: -4; B: 4; C: 1.4; D: -0.13; E: 4; F: 0; G: 3.8; H: -4; I: -6

Following part:
Labels used below – A = hK5 inh; B = FXIIa inh 1536; C = zVAD death inh; D = Cl transport mod; E = Hck-Nef inh; F = Rad51 HR inh; G = TNF necrop inh; H = Thrombin inh; I = FXIa inh
Cc1noc(C)c1C(=O)Nc1nc(-c2ccccc2Cl)cs1
  A: -10; B: 3; C: -0.6; D: -0.56; E: 0; F: 22; G: -0.1; H: -6; I: 3

CCC1CCCCN1C(=S)Nc1ccc(SC(F)F)cc1 (stereo not drawn)
  A: 1; B: 1; C: -0.2; D: 0.2; E: -2; F: -7; G: 1.2; H: -10; I: -5

O=C(NC(Cc1ccccc1)c1nc2ccccc2[nH]1)c1ccc(Cl)c([N+](=O)[O-])c1 (stereo not drawn)
  A: 4; B: 12; C: 2.5; D: 1.5; E: 1; F: -6; G: 1.0; H: -13; I: 3

C=CCSc1nc2c(cnn2-c2ccccc2)c(=O)n1N
  A: 1; B: 8; C: -0.2; D: -1.1; E: 14; F: 0; G: 0.4; H: -3; I: 1

Not all compounds are listed (hit frequency here may not be typical).
